# PLC-gamma1 inh = PLC-gamma1 enzyme inhibitors, primary screen, biochemical, fluorescence, purified enzyme; 1-phosphatidylinositol 4,5-bisphosphate phosphodiesterase gamma-1 (Homo sapiens), P19174; fluorogenic substrate; inhibition, % at 12.2 µM; 370,000 tested, 0.84% active; in the data active means inhibition above about 9.5%
# MBD2 inh = inhibitors of MBD2 binding to methylated DNA, primary screen, biochemical, TR-FRET, DNA-binding domain, human; MBD2 binding to methylated oligonucleotide; 370,000 tested, 0.31% active; inhibition, % at 4.4 µM; AID 686964, 2013; in the data active means inhibition above about 13%
# NR1D1 modulator = modulators of Rev-erb alpha DNA binding, primary screen, biochemical, FITC-DNA, fluorescence polarization, uHTS; Nuclear receptor subfamily 1 group D member 1 (Homo sapiens), P20393; Rev-erbα–FITC-DNA binding, 90 min; activity, % at 10 µM; 370,000 tested, 0.79% active;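 active means activity above about 14%, limit read from the data; passing the limit was not always enough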;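 further: 0% = DMSO wells with 35 nM protein and 100% = DMSO wells with 750 nM protein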
# hcDAF12 agonist = H. contortus DAF-12 nuclear receptor activators, primary screen, cell-based, luminescence, HEK293, lit1-tk-luc reporter | HEK293 hcDAF-12 lit1-tk-luc reporter; 0% DMSO, 100% Δ7-dafachronic acid | 370,000 tested, 1.4% active | activation, % at 6.8 µM;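 active means activation above the mean of all tested compounds plus 3 SD, cut at about 5.5% in these data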;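 further: 100% = response to 3 µM Δ7-dafachronic acid high control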
# ssDAF12 agonist = S. stercoralis DAF-12 nuclear receptor activators, primary screen, cell-based, luminescence, HEK293, GRIP1 co-expression, lit1-tk-luc; Nuclear hormone receptor DAF-12 (Strongyloides stercoralis); HEK293 ssDAF-12/GRIP1 lit1-tk-luc reporter; % of 3 µM dafachronic acid response; activation, % at 6.8 µM; 370,000 tested, 1% active; AID 652126, 2013;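 active means activation above the mean over all tested compounds plus 3 SD, cut at about 0.9% in these data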;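 further: 0% = DMSO-only wells and 100% = 3 µM delta7-dafachronic acid wells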
# DAX1 inh-1 = DAX1 (NR0B1) inhibitors on StAR promoter, primary screen, cell-based, luminescence, SF-1 (NR5A1), full-length DAX-1; 370,000 tested, 1.1% active; AID 652010, 2013; inhibition, % at 6.8 µM; HEK293T StAR-luciferase reporter, SF-1/DAX-1 repression relief;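 active means inhibition above the mean over all tested compounds plus 3 SD, cut at about 3.6% in these data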;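 further: 0% = DAX-1 cells with DMSO and 100% = cells lacking DAX-1 with DMSO; higher inhibition means more luminescence from relief of DAX-1 repression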
# SMARCA2 activ = SMARCA2 (BRM) function activators, primary screen, cell-based, luminescence, high throughput; MG213 cells, MMTV-luciferase reporter, dexamethasone, overnight; activation, % at 9.1 µM; 370,000 tested, 1% active; in the data active means activation above about 7.8%;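 further: 0% = vehicle wells and 100% = reference activator wells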
# hgDAF-12 ag = H. glycines DAF-12 receptor agonists, primary screen, cell-based, luminescence, HEK293, GAL4 fusion, UAS-luciferase | Nuclear hormone receptor DAF-12 (Heterodera glycines), GAL4 fusion | HEK293 GAL4-hgDAF12 UAS-luciferase reporter, agonist luminescence; normalized to butyrate control | AID 687014, 2013 | 370,000 tested, 1.8% active | activation, % at 6.8 µM;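 active means activation above a cutoff set at the mean of all screened compounds plus 3 SD, cut at about 10% in these data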;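 further: 0% = DMSO wells and 100% = sodium butyrate wells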
# PLC-beta3 inh = human PLC-beta3 inhibitors, primary screen, biochemical, fluorescence | inhibition, % at 12.2 µM | Purified PLC-beta3, fluorogenic substrate | 370,000 tested, 0.18% active | 1-phosphatidylinositol 4,5-bisphosphate phosphodiesterase beta-3 (Homo sapiens), Q01970; in the data active means inhibition above about 11%;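 further: 0% = median of compound wells on plate and 100% = full blocker control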
# ADAM17 inh = ADAM17 inhibitors, primary screen, biochemical, QFRET; Disintegrin and metalloproteinase domain-containing protein 17 (Homo sapiens), P78536; recombinant ADAM17, EDANS/DABCYL FRET peptide cleavage; inhibition, % at 6.95 µM; 370,000 tested, 0.83% active;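 active means inhibition above the mean of compounds lying between control limits plus 3 SD, set per campaign, cut at about 8.5% in these data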;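 further: 0% = DMSO-only wells as the low control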
# Target sequence (P78536 215-824 limits assumed): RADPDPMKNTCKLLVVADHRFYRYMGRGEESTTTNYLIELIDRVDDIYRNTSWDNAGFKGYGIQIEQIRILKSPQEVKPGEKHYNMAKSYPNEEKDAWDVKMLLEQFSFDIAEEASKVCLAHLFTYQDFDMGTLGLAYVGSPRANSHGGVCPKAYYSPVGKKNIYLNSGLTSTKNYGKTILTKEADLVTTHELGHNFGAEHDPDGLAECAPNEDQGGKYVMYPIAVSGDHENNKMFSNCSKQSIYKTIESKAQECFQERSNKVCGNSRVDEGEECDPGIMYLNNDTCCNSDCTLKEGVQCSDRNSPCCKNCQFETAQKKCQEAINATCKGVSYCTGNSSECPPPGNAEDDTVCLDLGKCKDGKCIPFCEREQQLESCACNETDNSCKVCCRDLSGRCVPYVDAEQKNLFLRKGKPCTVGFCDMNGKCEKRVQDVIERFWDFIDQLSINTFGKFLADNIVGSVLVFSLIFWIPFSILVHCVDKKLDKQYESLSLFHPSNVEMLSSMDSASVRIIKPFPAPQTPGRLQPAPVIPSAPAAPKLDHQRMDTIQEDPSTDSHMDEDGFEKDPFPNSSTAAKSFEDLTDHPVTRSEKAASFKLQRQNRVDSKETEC
# DAX1 inh-2 = DAX1 (NR0B1) inhibitors, primary screen, cell-based, HEK293, Gal4-DAX1, luciferase luminescence; HEK293 Gal4-DAX1 luciferase reporter; Nuclear receptor subfamily 0 group B member 1 (Homo sapiens), P51843; AID 504766, 2011; inhibition, % at 6.75 µM; 340,000 tested, 0.99% active;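 active means inhibition above the mean over all tested compounds plus 3 SD, cut at about 4.2% in these data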;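 further: 0% = DAX1-transfected cells with DMSO and 100% = empty-vector control cells with DMSO; inhibition shows as a rise in luminescence from relieved DAX1 repression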
# Target sequence (P51843 207-470 limits assumed): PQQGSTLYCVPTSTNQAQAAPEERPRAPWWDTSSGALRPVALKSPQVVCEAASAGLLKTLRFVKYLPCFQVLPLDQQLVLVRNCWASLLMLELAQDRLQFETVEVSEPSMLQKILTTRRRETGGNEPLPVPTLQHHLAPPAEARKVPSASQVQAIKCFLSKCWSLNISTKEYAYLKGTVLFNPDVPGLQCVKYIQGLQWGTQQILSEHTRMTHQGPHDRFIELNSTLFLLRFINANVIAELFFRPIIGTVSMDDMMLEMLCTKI
# * marks the source's active call; other numbers are inactive results; · = not tested or not shown; & = joins results of further samples.
SMILES,PLC-gamma1 inh,MBD2 inh,NR1D1 modulator,hcDAF12 agonist,ssDAF12 agonist,DAX1 inh-1,SMARCA2 activ,hgDAF-12 ag,PLC-beta3 inh,ADAM17 inh,DAX1 inh-2
O=C(NC1CCN(S(=O)(=O)c2cccc(Cl)c2)CC1)C1CCCCC1,0,-3,-3,-2.7,-0.6,0.4,2,1.1,-3,0,-0.2
O=C(COC(=O)c1c(Cl)ccc(Cl)c1Cl)NC(=O)NCc1ccccc1,3,-1,0,-3.7,-2.1,-0.5,-1,-1.4,-3,4,-0.1
COc1ccccc1N1CCN(C(=O)c2ccc(N3CCCCS3(=O)=O)cc2)CC1,0,2,-4,-0.8,-1.5,-0.7,0,-1.4,-5,-4,-0.2
O=C1CCN(Cc2cccnc2)CCN1[C@H](CO)c1ccccc1,2,-6,-2,-0.4,-1.1,0.1,1,1.1,3,-3,2.0
O=C(c1cc(-c2cccc3ccccc23)nc2ccccc12)N1CCN(CCO)CC1,-293,4,6,0.1,-1.6,-2.5,-3,-6.8,-386,-51,-1.4
COc1ccc(CCN=C(N)NS(=O)(=O)c2ccc(F)cc2)cc1,5,-1,-1,-3.8,-1.6,-0.9,0,-3.1,3,-1,-0.7
Brc1cc2c(cc1-c1nc3ccccc3s1)OCO2,-2,3,28*,3.3,-0.2,0.0,-1,3.8,-7,-4,-0.3
CCOc1ccc(NC(=O)CN(C)C(=O)CCc2ccccc2Cl)cc1OCC,6,6,6,-3.1,-1.4,0.3,-3,-3.6,-2,5,-1.0
O=C(O)C1Cc2ccccc2CN1C(=O)CSc1nnc2ccccn12 (stereo unspecified),-5,2,-2,1.0,-0.4,0.3,-3,1.4,-6,-3,0.5
CCOC(=O)C1=NNC(C(=O)c2ccc(Cl)cc2)C1c1ccccc1 (stereo unspecified),8,-1,-1,-2.5,-1.7,0.6,-1,-0.2,4,3,-1.0
O=C(Cn1c(O)c(/C=C2\C=Nc3ccccc32)sc1=O)N1CCOCC1,-4,-2,-4,-0.8,-1.1,0.0,1,-1.9,-35,0,-2.2
O=C(Nc1ccccc1C(F)(F)F)c1ccccc1Br,0,0,-3,0.1,-1.6,-1.0,3,-2.0,3,3,1.8
Cc1cccc(C)c1OCC(=O)Nc1ccccc1C(=O)N1CCOCC1,0,3,-1,-0.7,-0.7,-0.8,-2,0.1,-5,-1,-0.2
COc1ccc(N2CCN(C(=O)/C=C/c3ccco3)CC2)cc1,2,-4,-1,0.5,-1.2,0.2,-2,0.2,1,1,1.9
COc1ccc(-n2c(SCC(=O)N3CCc4ccccc43)nnc2-c2c[nH]c3ccccc23)cc1,-2,1,-6,0.5,-0.2,0.7,1,2.4,2,-2,-0.1
CC(C)n1cnnc1SCC(=O)Nc1ccc(Br)cc1F,1,-6,3,-1.4,-1.0,0.8,0,-2.1,-6,-1,-1.1
O=C(NC1CCCCC1)C1CCCN1C(=O)Nc1ccccc1 (stereo unspecified),3,3,4,-1.3,-1.2,-0.6,4,-0.5,0,-3,1.6
CCn1nnnc1SCC(=O)Nc1cc(OC)cc(OC)c1,-31,-1,-4,-1.5,-1.3,-0.5,-4,-2.2,3,1,-0.3
COc1ccc(/C=N/NC(=O)C2CCN(c3ncc(C(F)(F)F)cc3Cl)CC2)cc1,2,-5,-1,-0.6,-1.5,0.4,-3,-0.5,-4,-2,0.5
COc1cc(OC)cc(C(=O)N2CCN(C3CCN(Cc4ccccc4)CC3)CC2)c1,6,4,1,-0.8,-1.1,1.0,-3,1.5,8,7,0.3
COCC(=O)N[C@H]1C[C@@H]2O[C@H](CO)CC[C@@H]2O[C@@H]1CCc1ccc(-c2ccccc2)cc1,2,-5,2,1.7,-0.5,-0.7,-4,0.4,4,0,·
CCOC(=O)C1=C(C)N(CCCC(=O)O)C(=O)NC1c1cccs1 (stereo unspecified),4,0,-2,0.2,-1.2,0.2,0,-0.3,2,1,0.0
Cc1cc(CSC(=N)N)c(CSC(=N)N)cc1C,8,1,4,0.5,-0.8,1.5,-3,0.1,3,1,0.0
COCCCN1C(=O)[C@H](CC(=O)N2CCN(C(=O)c3ccco3)CC2)[C@]2(C(=O)OC)CCCCC=C12,3,-1,-5,-0.4,0.1,0.6,-4,0.5,1,2,·
COc1cccc2c3c(c(C)nc12)CC(C)O3 (stereo unspecified),-147,-2,1,-1.3,-0.7,0.6,-4,-0.1,-197,-105,0.3
CCCCN(C(=S)Nc1cccc(C)c1C)c1c(N)n(CCC)c(=O)[nH]c1=O,1,2,4,-0.4,-1.4,0.5,-4,1.5,-5,0,1.6
CC1Oc2ccccc2C=C1/C=C1/SC(N2CCOCC2)=NC1=O (stereo unspecified),-229,-2,-1,0.9,0.0,0.9,5,2.4,-294,-15,0.6
O=C(c1cccc(Cl)c1)N1CCN(C2CCCCCC2)CC1,0,6,2,-1.0,-1.5,-0.3,3,0.2,3,-3,-0.9
COc1ccc2cc(C3NC(=O)c4ccccc4N3)c(Cl)nc2c1 (stereo unspecified),-7,-1,2,-0.1,-1.5,0.6,1,-2.7,-5,-1,2.6
Cc1ccc(NC(=O)Cc2c(F)cccc2Cl)cc1S(=O)(=O)N1CCOCC1,1,-1,12,-1.2,-1.2,0.0,-1,-1.4,5,1,-1.0
COc1ccc(-c2noc(N(C)CC(=O)Nc3cccc(C(F)(F)F)c3)n2)cc1,0,-1,8,-1.4,-0.7,0.9,4,4.4,1,5,-1.1
OC(CNCc1ccc(Cl)cc1)(c1ccccc1)c1ccc(F)cc1 (stereo unspecified),2,3,4,-2.0,-1.5,0.0,-2,-3.9,-2,-1,-0.1
O=C(Nc1cccc(Cl)c1)NC1CCN(C2CCCCC2)C1 (stereo unspecified),5,1,2,-0.5,-1.3,0.3,-2,-2.5,-1,-1,2.4
Cc1sc(-c2ccccn2)nc1OC(=O)c1ccc(Cl)c(Cl)c1,8,-7,10,0.5,-0.9,1.1,-5,1.4,8,1,1.1
COC(=O)CN1C(=S)N(c2ccc(F)cc2)C(=O)C1CC(=O)Nc1ccc(F)cc1 (stereo unspecified),6,1,2,-2.5,-1.3,-0.5,0,-0.2,-5,-4,1.5
Cc1ccccc1C(=O)NC(=S)NCc1ccccc1,0,2,-1,-0.4,-0.5,-0.1,-2,-1.1,-7,-4,1.6
O=C(Cc1ccc(N2CCNC2=O)cc1)N1CCCC(Nc2cccc(F)c2)C1 (stereo unspecified),2,-3,-3,2.3,-1.4,-5.1,2,1.8,-6,-4,-0.6
CCOC(=O)C1CCN(S(=O)(=O)c2cccc(-c3cn4cc(C)ccc4n3)c2)CC1,-18,-2,-4,-2.7,-1.9,-0.8,-2,0.1,-16,-8,-1.0
O=C(COc1ccccc1[N+](=O)[O-])N(Cc1ccco1)C1CCS(=O)(=O)C1 (stereo unspecified),3,-3,1,4.1,-0.5,0.1,-1,-1.3,-5,4,1.3
COc1cc(NS(=O)(=O)c2ccc(NC(=O)/C(=C\c3ccccc3OC)NC(=O)c3ccccc3)cc2)nc(OC)n1,1,0,-1,1.6,-1.5,1.9,6,1.3,-3,0,-0.5
O=C(Nc1cccc(F)c1)NC1CCCCCCC1,1,0,3,1.4,-0.2,4.5*,2,11*,-5,-1,0.7
COCc1cccc(-c2csc(C(NC(C)=O)c3cccc(OC)c3)n2)c1 (stereo unspecified),0,-4,14,-2.0,-1.5,-1.3,-1,0.3,2,-3,·
COc1ccccc1C(=O)Nc1c2c(nn1-c1ccc(Cl)cc1)CS(=O)(=O)C2,-1,2,-8,0.7,-1.3,0.9,3,2.9,-5,-3,0.0
Cc1ccc(S(=O)(=O)Nc2ccc(Nc3nccn4c(-c5ccccc5Oc5ccccc5)cnc34)cc2)cc1,-72,-1,-8,-1.0,-0.9,0.8,-3,3.0,-100,0,·
CC(=O)N1c2ccc(S(=O)(=O)N(C)Cc3ccco3)cc2CC1C (stereo unspecified),1,3,-5,0.0,-0.9,0.4,-4,-0.9,-8,-3,0.9
CC(=O)Nc1cc(C(=O)OCc2cccc([N+](=O)[O-])c2)ccc1C,-2,0,0,-1.3,-1.4,-0.6,-2,2.4,-1,-4,1.5
COCC(=O)Nc1cccc(C(F)(F)F)c1,0,-2,-2,0.2,-1.4,0.7,-2,0.8,3,-3,-0.9
c1ccc(CCC2=NCCn3cccc32)cc1,-54&-42,0&1,0&5,-0.1&0.0,-0.8&-1.4,1.6&0.2,-3&0,1.1&1.3,-75&-58,-30&-19,-0.8&-0.6
O=C(Cn1c(=O)c2c(ncn2Cc2ccccc2)n(Cc2ccccc2)c1=O)NC1CC1,1,0,2,-2.0,-1.5,-0.9,4,-2.4,4,-2,1.4
Clc1ccc(-n2c(SCc3cccc4ccccc34)nnc2-c2ccccn2)cc1,-1,1,3,-4.2,-1.8,-2.1,-7,1.6,-5,11*,·

# 2 entries from above, set out differently.
O=C(Cn1c(=O)c2c(ncn2Cc2ccccc2)n(Cc2ccccc2)c1=O)NC1CC1
  PLC-gamma1 inh = 1 | MBD2 inh = 0 | NR1D1 modulator = 2 | hcDAF12 agonist = -2.0 | ssDAF12 agonist = -1.5 | DAX1 inh-1 = -0.9 | SMARCA2 activ = 4 | hgDAF-12 ag = -2.4 | PLC-beta3 inh = 4 | ADAM17 inh = -2 | DAX1 inh-2 = 1.4

Clc1ccc(-n2c(SCc3cccc4ccccc34)nnc2-c2ccccn2)cc1
  PLC-gamma1 inh = -1 | MBD2 inh = 1 | NR1D1 modulator = 3 | hcDAF12 agonist = -4.2 | ssDAF12 agonist = -1.8 | DAX1 inh-1 = -2.1 | SMARCA2 activ = -7 | hgDAF-12 ag = 1.6 | PLC-beta3 inh = -5 | ADAM17 inh = 11* | DAX1 inh-2 = ·

# (further entries)
SMILES,PLC-gamma1 inh,MBD2 inh,NR1D1 modulator,hcDAF12 agonist,ssDAF12 agonist,DAX1 inh-1,SMARCA2 activ,hgDAF-12 ag,PLC-beta3 inh,ADAM17 inh,DAX1 inh-2
CCOc1ccccc1NC(=O)C1CC2CCCC(C1)C2=O (stereo unspecified),4,0,-1,-1.8,-1.2,-0.5,1,-0.6,3,-1,-0.1
CCC(C)Nc1nc(N)c([N+](=O)[O-])c(Nc2cc(OC)ccc2OC)n1 (stereo unspecified),2,0,0,-1.7,-1.2,-1.1,0,-1.0,0,3,0.6
CCN(CC(=O)N1CCc2ccccc2C1)S(=O)(=O)c1ccc2ccccc2c1,1,-4,1,-0.9,-0.8,-0.8,-2,0.3,1,0,-0.4
CC1Cc2ccccc2N1c1ncnc(N)c1[N+](=O)[O-] (stereo unspecified),5,-1,6,-5.2,-2.9,-2.1,-7,4.1,2,-5,-3.4
